Bioassay records as filed in PubChem.
Luc counter: blocks Kinase-Glo luciferase, a counter-screen artifact. Potency, µM (highest dose often 38.3 µM), inactives show at the highest dose activity change, negative = inhibition, hits mostly inhibitors. Kinase-Glo luciferase, ATP luminescence, 8 min. 200,000 tested, 0.28% active. Q27757; also: potency is read from the fitted curve at half-maximal effect; % is scaled to controls: 0 for no effect and ±100 for the full control effect; nearly all actives have a fitted effect of over 60% in size
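Recombinant Kinase-Glo luciferase, 10 uM ATP (linear range), luciferin; imidazole pH 7.2 / KCl / MgCl2 / Tween / BSA buffer; 8 min RT; luminescence.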
HttQ103 aggreg: inhibitors of mutant huntingtin aggregate formation in PC12 cells | PC12 HttQ103-GFP aggregates, Acumen cytometry, 40 h | Potency, µM (series often up to 46.1 µM), for the others: at the top dose activity change, negative = inhibition, most hits filed as inhibitors | 220,000 tested, 1.1% active | AID 1688; also: potency is read from the fitted curve at half-maximal effect; % is scaled to controls: 0 for no effect and ±100 for the full control effect; nearly all actives have a fitted effect of over 60% in size
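Quantitative HTS on tebufenozide-induced (100 nM) PC12 cells stably expressing polyQ103 Huntingtin exon 1–GFP. Reduction of bright GFP aggregates, detected by laser scanning cytometry after lysis, identified actives across the titration.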
NPSR antag: antagonists of human neuropeptide S receptor cAMP signaling; CHO-NPSR cells, cAMP TR-FRET, antagonist mode; Potency, µM (highest dose often 38.3 µM), for the others: top-dose activity change, negative = inhibition, usual class: inhibitors; 220,000 tested, 1% active; also: potency is read from the fitted curve at half-maximal effect; % is scaled to controls: 0 for no effect and ±100 for the full control effect; nearly all actives have a fitted effect of over 50% in size; many of its hits are not listed in these tables
Target sequence (Q6W5P4 whole entry, looked up): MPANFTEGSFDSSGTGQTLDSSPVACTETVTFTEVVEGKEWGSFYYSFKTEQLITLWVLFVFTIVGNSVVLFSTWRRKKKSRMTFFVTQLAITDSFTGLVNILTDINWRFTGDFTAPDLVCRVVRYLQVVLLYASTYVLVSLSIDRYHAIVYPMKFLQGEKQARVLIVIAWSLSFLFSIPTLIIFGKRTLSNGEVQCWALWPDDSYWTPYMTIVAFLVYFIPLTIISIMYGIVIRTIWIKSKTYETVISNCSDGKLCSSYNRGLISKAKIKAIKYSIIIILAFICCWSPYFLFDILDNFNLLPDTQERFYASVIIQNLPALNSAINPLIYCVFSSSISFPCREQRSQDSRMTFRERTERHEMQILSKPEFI
Epigenetic reg: regulators of epigenetic silencing causing reporter derepression in mouse cells; 280,000 tested, 0.2% active; Potency, µM (titrated, usually from 53.9 µM), without a hit: at the top dose GFP activation, usual class: activators; AID 1865; murine LDR cells, GFP reporter derepression, 30 h; also: potency is read from the fitted curve at half-maximal effect; % of control where 0% means no effect; nearly all actives have a fitted effect of over 60% in size
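In this reporter-derepression format, murine cells bearing a silenced integrated CMV-GFP locus incubate with test compound (30 h, 37 C), then are washed and imaged; fluorescent objects of 20–120 um count as induced cells.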
IMPase Li inh: cell-permeable IMPase inhibitors with lithium potentiation. CHO-M1 cells, IP1 TR-FRET (IP-One), carbachol + lithium. Potency, µM (series often up to 59.4 µM), for inactives: top-dose activity, negative = IMPase inhibition, actives largely listed as inhibitors. 210,000 tested, 0.35% active. AID 1457;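 also: IP1 builds up when IMPase is blocked and the TR-FRET signal falls; potency is read from the fitted curve at half-maximal effect; plate controls were basal vehicle for no effect and high inhibitor control for full effect; nearly all actives have a fitted effect of over 50% in size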
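CHO-M1, 2000 cells/well, 16–30 h culture; cpd + low Li+, 30 min 37C; lysis with d2-IP1/Eu-anti-IP1 Ab, 10 min RT; TR-FRET 665/620 ratio and 620 channel; AC50 via Hill.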
CBFb RUNX1 block: blocks binding between human CBF-beta and RUNX1 | AlphaScreen CBFb-His/RUNX1-biotin binding, biochemical | Potency, µM (top dose mostly 59.8 µM), inactives show at the top dose activity, negative = inhibition, actives largely listed as inhibitors | 230,000 tested, under 10 active | AID 1477; also: % of control where 0% means no effect
Target sequence (Q01196 whole entry, looked up): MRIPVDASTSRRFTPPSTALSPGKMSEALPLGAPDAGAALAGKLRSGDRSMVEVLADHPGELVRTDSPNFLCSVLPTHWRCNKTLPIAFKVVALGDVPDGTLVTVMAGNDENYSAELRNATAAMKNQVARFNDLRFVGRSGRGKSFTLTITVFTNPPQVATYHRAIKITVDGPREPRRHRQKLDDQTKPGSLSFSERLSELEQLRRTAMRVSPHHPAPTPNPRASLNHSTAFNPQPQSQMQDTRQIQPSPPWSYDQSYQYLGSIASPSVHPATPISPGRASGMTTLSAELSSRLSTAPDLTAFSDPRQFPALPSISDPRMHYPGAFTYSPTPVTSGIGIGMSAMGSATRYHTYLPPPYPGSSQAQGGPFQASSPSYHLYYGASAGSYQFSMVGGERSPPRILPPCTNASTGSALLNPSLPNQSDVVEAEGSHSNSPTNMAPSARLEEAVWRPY
Target sequence (Q13951 whole entry, looked up): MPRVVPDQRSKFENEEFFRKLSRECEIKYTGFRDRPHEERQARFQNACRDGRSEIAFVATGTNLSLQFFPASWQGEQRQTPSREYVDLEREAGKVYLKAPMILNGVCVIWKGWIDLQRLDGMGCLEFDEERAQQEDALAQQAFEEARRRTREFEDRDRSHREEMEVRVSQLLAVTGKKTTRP
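AlphaScreen proximity signal reports loss of binding between His-tagged CBF-beta and biotin-labelled RUNX1, each at 30 nM. Proteins are pre-associated for 20 minutes, compounds added for 15 minutes, then beads for 90 minutes, all at ambient temperature.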
L3MBTL1 block: inhibitors of human L3MBTL1. Q9Y468. AlphaScreen L3MBTL1–H3K9me1 peptide binding. Potency, µM (top dose mostly 57.1 µM), without a hit: top-dose activity, negative = inhibition, hits mostly inhibitors. AID 485360. 230,000 tested, 0.66% active; also: potency is read from the fitted curve at half-maximal effect; % is scaled to controls: 0 for no effect and ±100 for the full control effect; nearly all actives have a fitted effect of over 60% in size
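L3MBTL1 (50 nM) pre-complexed 30 min with biotinylated H3(1-15)K9me1 peptide (75 nM), then compounds added for 30 min at room temperature; AlphaScreen streptavidin donor/nickel chelate acceptor beads (10 ug/mL final) read after 30 min dark incubation.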
Numbers without * were called inactive; ? = inconclusive; · = no result given; [ ] = another dose, or the depositor's remark. Calls follow the shape of the dose curve; as a rule, active = well fitted curve in the direction sought with a large enough effect; inconclusive = small, poorly fitted or top-dose-only effect, or another doubt; inactive = no such curve, though single readings can be large; an effect the other way counts as inactive or inconclusive. An excerpt; the hit share may differ from the screen's.

SMILES | Luc counter | HttQ103 aggreg | NPSR antag | Epigenetic reg | IMPase Li inh | CBFb RUNX1 block | L3MBTL1 block
CC(=O)Nc1scc(C)c1-c1nc2ccccc2s1 | · | -19%[9.22 µM] | -5% | 3.1% | · | 9% | 79%[activator]
Fc1ccccc1Cn1nnc(-c2ccc3c(c2)OCO3)n1 | -3% | -15% | -21%[46.1 µM] | 1.0% | 8%[38.3 µM] | 25% | ·
CCCCC(CC)Cn1c(N)c(C#N)c2nc3ccccc3nc21 (stereo unspecified) | 0% | 12%[9.22 µM] | -7%[46.1 µM] | ? | -39%[38.3 µM] | 8% | ·
COC(=O)c1scc(C)c1NC(=O)CSc1ccc(Cl)cc1 | · | 2%[9.22 µM] | 16% | 0.1% | · | 9% | 4%
COc1cc(/C=N/NC(=O)c2cccnc2)ccc1OCC(=O)Nc1ccc(C)cc1 | -5% | 1% | 5% | -2.3% | -16% | ? | 9%
COC(=O)C1=C(C)N(CC2CC2)C(=O)N[C@H]1c1ccccc1 | -3%[7.66 µM] | · | · | · | -10% | 9%[13.1 µM] | ·
O=C1c2ccccc2-c2onc3ccc(N4CCCC4)c1c23 | ? | -5% | 13µM* | ? | 68%[activator] | · | ?
C=CCNC(=O)c1cccc(C(F)(F)F)c1 | 8% | -2% | -3%[46.1 µM] | -3.2% | -20%[38.3 µM] | 3% | 4%
COc1ccc(C2C(C#N)=C(SCC(=O)Nc3ccc(C)cc3)NC3=C2C(=O)CC(C)(C)C3)cc1 (stereo unspecified) | 1% | 11µM* | -8%[46.1 µM] | -1.0% | -11%[38.3 µM] | 1% | 5%
c1ccc2c(c1)ncc1cccn12 | -4% | -29% | 8%[46.1 µM] | -3.1% | -6%[38.3 µM] | 4% | 2%
CCOc1ccc(NC(N)=O)cc1OCC | -2% | -8% | -1%[46.1 µM] | -2.1% | 3%[38.3 µM] | 3% | ·
CCOC(=O)c1[nH]cnc1C(=O)Nc1ccncc1 | 2% | 9% | 2%[46.1 µM] | -1.0% | 18%[38.3 µM] | -1% | ·
Cc1cc(C)c(S(=O)(=O)N(C)CC(=O)NC2CCCC2)c(C)c1 | 2% | -26% | -14%[46.1 µM] | 2.4% | 15%[38.3 µM] | 3% | ·
C/C(Cn1nnc([N+](=O)[O-])n1)=N\NC(=O)c1ccccc1Cl | -4% | 3% | 17%[46.1 µM] | 0.3% | -8%[38.3 µM] | -3% | -2%
CCOc1nc(NCCc2ccc(OC)c(OC)c2)nc(NC(C)(C)CO)n1 | -7% | -12% | 0%[46.1 µM] | -1.3% | -3%[38.3 µM] | 2% | -5%
CC#CCN1c2ccccc2[C@]23C[C@@H](C(=O)OC)N(S(=O)(=O)c4ccc(Br)cc4)C2=NC(C(=O)OC)=C(C(=O)OC)[C@H]13 | 1%[7.66 µM] | · | · | · | -3% | -9%[13.1 µM] | ·
CC(=O)c1cccc(CN2CCN(CCc3ccccc3)C(CCO)C2)c1 (stereo unspecified) | -2% | -6%[9.22 µM] | 0% | -1.4% | 16% | 0% | 0%
CCOC(=O)C1CCCN(C(=O)c2ccc(CNc3c(N4CCC(C)CC4)c(=O)c3=O)cc2)C1 (stereo unspecified) | 2% | 2% | -18%[46.1 µM] | 0.0% | 26%[38.3 µM] | 5% | 1%
CCOc1ccccc1N1CC(C(=O)N2CCc3ccccc3C2)CC1=O (stereo unspecified) | 16% | 14% | -1%[46.1 µM] | -3.9% | 24%[38.3 µM] | 5% | ·
CCOc1ccccc1NC(=O)/C(C#N)=C/c1c(C)nn(-c2ccc(F)cc2)c1Cl | 3% | -10% | -14% | 1.0% | -2% | -3% | 10%
Cc1ccccc1NC(=O)C1CCN(c2cc(-c3ccccc3)nc3ncnn23)CC1 | 0% | 10% | -15% | -1.0% | 8.9µM* | 3% | -29%
CC(=O)NCCc1nc2ccccc2n1CCOc1cccc(C)c1 | · | -17%[9.22 µM] | 11% | -0.9% | · | 6% | ·
C=CCN(CC=C)S(=O)(=O)c1ccc(C(=O)Nc2nnc(CSC)o2)cc1 | 1% | ? | -14% | -0.4% | -3% | -9% | 12%
Cc1ccc(S(=O)(=O)N2CCC(=O)N(C(COCc3ccc(Cl)cc3)Cc3ccccc3)CC2)cc1 (stereo unspecified) | 3% | -7% | -48% | 1.1% | 7% | 5% | -6%
Cc1cccc(NC2=C(NC(=O)c3ccccc3)C(=O)c3ccccc3C2=O)c1 | -7% | -32% | -28% | -1.0% | 9% | ? | ?
COc1ccc(CN=CC2=C(O)CC(C)(C)CC2=O)cc1 | 3% | 16% | 0%[46.1 µM] | 0.8% | 8%[38.3 µM] | -6% | 1%
O=C(O)CN=C(NS(=O)(=O)c1ccccc1)c1ccccc1 | 2% | -16% | -5%[46.1 µM] | 0.0% | 13%[38.3 µM] | 1% | -6%
O=c1c(-c2ccc(O)cc2)coc2c(C3OC(CO)C(O)C(O)C3O)c(O)ccc12 (stereo unspecified) | -5% | · | · | -1.3% | -8% | 13% | ·
Cc1ccc(NS(=O)(=O)c2ccc(Cl)c(NC(=S)NC(=O)C3CCCCC3)c2)cc1Cl | -2% | ? | ? | 11% | 16% | -19% | -9%
CNCCOc1nc(N2CCOCC2)nc(C)c1[N+](=O)[O-] | -1% | -23% | 12% | -3.9% | 6% | 0% | 3%
CC(C)(CC(=O)O)CC(=O)Nc1ccc(Oc2ccc(C(C)(C)C)cc2)nc1 | · | -2%[9.22 µM] | 23% | -1.3% | · | -5% | -7%
CCOC(=O)c1ccc(NC(=O)c2ccccc2[N+](=O)[O-])cc1 | 1% | 11% | -17% | 1.1% | -1% | -7% | 8%
CCC(=O)Nc1cccc(-n2nnnc2SCC(=O)N2CCCCC2)c1 | 7% | -18%[9.22 µM] | 3% | -2.6% | 1% | 1% | 3%
CCOc1cc(N2CCOCC2)c(OCC)cc1NC(=O)COC(=O)[C@H](Cc1c[nH]c2ccccc12)NC(C)=O | -2% | -6% | -13%[46.1 µM] | -4.1% | 23%[38.3 µM] | -10% | ·
O=C(N=C1SCC(=O)N1c1ccccc1Cl)c1ccccc1 | 1% | 13% | 1% | -0.5% | -2% | -5% | 2%
CC(=O)C1CCC2C3CCC4=CC(=O)CC[C@@]4(C)C3CC[C@]12C (stereo partly specified) | -9% | · | · | -0.5% | 29% | 11% | ·
CC1=C(C(=O)N2CCCC(C(=O)c3cccc(C(F)(F)F)c3)C2)OCCO1 (stereo unspecified) | -3% | -7%[9.22 µM] | -1% | 1.1% | 23% | -6% | -6%
COc1ccc(C2CC(c3ccccc3)Nc3ncnn32)cc1 (stereo unspecified) | 4% | ? | -3% | -1.0% | 9% | 9% | 10%
CC(=O)Nc1nc(SCCCc2ccccc2)n[nH]1 | · | -2% | 1%[46.1 µM] | -8.8% | · | 4% | -11%
O=C(NCC1COc2ccccc2O1)c1ccccc1 (stereo unspecified) | -2% | 1% | 3%[46.1 µM] | 2.2% | -5%[38.3 µM] | 7% | 3%
Cc1ccc([N+](=O)[O-])cc1NC(=O)Nc1ccc(S(N)(=O)=O)cc1 | · | -21%[9.22 µM] | -14% | -1.7% | · | 2% | -13%
COc1ccccc1NC(NC(=O)c1ccccn1)C(Cl)(Cl)Cl (stereo unspecified) | -2% | -3% | 0% | 0.0% | -2% | -7% | 0%
CCC(C)N1CCNCC1 (stereo unspecified) | -1% | -19%[9.22 µM] | 17% | -1.9% | -1% | 1% | 8%
O=C(Nc1ccc(Nc2ccncc2)cc1)c1ccc(Nc2ccnc3ccc([N+](=O)[O-])cc23)cc1 | · | -14%[9.22 µM] | -8% | -1.1% | · | ? | 6%
COCCOC(=O)C1=C(C)N=c2s/c(=C\c3cccs3)c(=O)n2C1c1cccs1 (stereo unspecified) | 3% | -9% | ? | ? | 31%[activator][38.3 µM] | -2% | -5%
COc1cc(NS(=O)(=O)c2ccc(N/C=C(\C#N)c3nc4ccccc4o3)cc2)nc(OC)n1 | 2% | 14% | -20%[46.1 µM] | 2.9% | 11%[38.3 µM] | -8% | -11%
NC(=O)NNc1cccc(Cl)n1 | 4% | 14% | 15% | -2.8% | -5% | -11% | -13%
O=S(=O)(c1cccs1)N1CN(Cc2ccc(F)cc2)c2nc3ccccc3nc21 | 0% | 0% | ? | -0.1% | 8%[38.3 µM] | -7% | -12%

Random excerpt: three records from the list, in no set order.
SMILES | Luc counter | HttQ103 aggreg | NPSR antag | Epigenetic reg | IMPase Li inh | CBFb RUNX1 block | L3MBTL1 block
CC(=O)Nc1nc(SCCCc2ccccc2)n[nH]1 | · | -2% | 1%[46.1 µM] | -8.8% | · | 4% | -11%
CC(=O)NCCc1nc2ccccc2n1CCOc1cccc(C)c1 | · | -17%[9.22 µM] | 11% | -0.9% | · | 6% | ·
CCC(=O)Nc1cccc(-n2nnnc2SCC(=O)N2CCCCC2)c1 | 7% | -18%[9.22 µM] | 3% | -2.6% | 1% | 1% | 3%

Next section
SMILES | Luc counter | HttQ103 aggreg | NPSR antag | Epigenetic reg | IMPase Li inh | CBFb RUNX1 block | L3MBTL1 block
O=C1[C@H]2[C@@H](C(=O)N1c1cc(Cl)cc(Cl)c1)[C@]1(C(=O)Nc3ccccc31)N1CCC[C@@H]21 | -1% | 19% | -24%[46.1 µM] | -1.1% | -6%[38.3 µM] | 1% | 2%
Cc1cc(NC(=O)CCCC(=O)O)nc(C)n1 | 14% | 1% | -14%[46.1 µM] | -1.0% | -4%[38.3 µM] | 3% | 5%
CCCNC(=O)c1cc(OC)c(OC)cc1[N+](=O)[O-] | -3% | 7% | 2%[46.1 µM] | 0.9% | 10%[38.3 µM] | 9% | 11%
COc1ccc(NC(=O)CCSCCc2ccccn2)cc1OC | 0% | -9% | 1% | 2.6% | 4% | -1% | 7%
Cn1c(=O)cc(N2CCN(C(=O)c3ccco3)CC2)[nH]c1=O | · | 8%[9.22 µM] | -24% | 1.2% | 0% | 18% | 13%
O=c1c2ccccc2[nH]c(=S)n1CCN1CCC(=C(c2ccc(F)cc2)c2ccc(F)cc2)CC1 | 0% | 14% | -37% | 0.1% | 3% | -5% | -12%
CC(=O)Nc1ccc2nc(CN3CCC(CO)(CCc4ccccc4)CC3)ccc2c1 | · | 23%[9.22 µM] | 4% | 5.3% | · | 0% | -19%
CCOC(=O)c1c(NCc2ccc3c(c2)OCO3)c2ccccc2[nH]c1=O | 2% | -5% | 3%[46.1 µM] | -13% | 18%[38.3 µM] | -1% | -10%
O=C(NCc1ccco1)Nc1ccc2snnc2c1 | -4% | -15% | 0%[46.1 µM] | 0.8% | 3%[38.3 µM] | -2% | 1%
